TRHR agonist: TRH receptor (human) agonism; P34981; AID 493084; activation, % at 2 µM; TRHR cells, calcium flux fluo-8, FDSS agonist mode; 360,000 tested, 0.18% active; further: 0% is about no effect
Target sequence (P34981 whole entry, looked up): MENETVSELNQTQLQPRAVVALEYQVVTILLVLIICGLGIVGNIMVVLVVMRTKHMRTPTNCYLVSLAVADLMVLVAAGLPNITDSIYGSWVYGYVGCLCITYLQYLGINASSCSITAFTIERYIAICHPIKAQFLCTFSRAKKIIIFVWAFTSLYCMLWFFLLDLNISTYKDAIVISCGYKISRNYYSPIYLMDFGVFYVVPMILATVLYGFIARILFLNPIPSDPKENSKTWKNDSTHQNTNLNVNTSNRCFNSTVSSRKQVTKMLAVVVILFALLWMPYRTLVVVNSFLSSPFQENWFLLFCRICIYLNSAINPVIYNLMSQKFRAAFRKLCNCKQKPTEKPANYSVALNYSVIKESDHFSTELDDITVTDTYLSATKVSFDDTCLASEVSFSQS
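TRHR-expressing cells loaded with fluo-8 calcium dye; 23 nL library compound pin-transferred, kinetic FDSS fluorescence (Ex 480/Em 530) recorded about 180 s for agonist-induced calcium release, before a 10 nM TRH EC20 addition for potentiator mode.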
TRHR PAM: allosteric enhancers of human TRH receptor; AID 493056; TRHR cells, fluo-8 calcium fluorescence, EC20 TRH enhancement; 360,000 tested, 0.66% active; enhancement, % at 2 µM; in the data active means enhancement above about 30%; further: 0% is about no effect
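Enhancer read-out: after compound pinning and an initial kinetic agonist-mode read, an EC20 of TRH (10 nM final) was injected and fluo-8 calcium signal (Ex 480/Em 530) followed at 1 s/cycle for 100 cycles in TRHR-expressing cells.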
RXFP1 antag: antagonists of human relaxin receptor RXFP1; Q9HBX9; HEK293-RXFP1, relaxin-stimulated cAMP HTRF, 30 min; hits give low values; activity change, negative = inhibition, % at 57.5 µM; 350,000 tested, 0.59% active;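 active means activity change of -60% or lower, but not beyond a set lower limit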; further: on the % scale 0 is the no-effect control and ±100 the full control effect
D2 ag: D2 dopamine receptor (human) agonism. P14416. HEK293 T-REx D2 cells, calcium flux agonist mode. activation, % at 2 µM. 340,000 tested, 0.53% active. AID 485358;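 active means activation over 3 SD above normal in the single-dose calcium agonist read, cut at about 30% in these data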; further: 0% is about no effect
Target sequence (P14416 whole entry, looked up): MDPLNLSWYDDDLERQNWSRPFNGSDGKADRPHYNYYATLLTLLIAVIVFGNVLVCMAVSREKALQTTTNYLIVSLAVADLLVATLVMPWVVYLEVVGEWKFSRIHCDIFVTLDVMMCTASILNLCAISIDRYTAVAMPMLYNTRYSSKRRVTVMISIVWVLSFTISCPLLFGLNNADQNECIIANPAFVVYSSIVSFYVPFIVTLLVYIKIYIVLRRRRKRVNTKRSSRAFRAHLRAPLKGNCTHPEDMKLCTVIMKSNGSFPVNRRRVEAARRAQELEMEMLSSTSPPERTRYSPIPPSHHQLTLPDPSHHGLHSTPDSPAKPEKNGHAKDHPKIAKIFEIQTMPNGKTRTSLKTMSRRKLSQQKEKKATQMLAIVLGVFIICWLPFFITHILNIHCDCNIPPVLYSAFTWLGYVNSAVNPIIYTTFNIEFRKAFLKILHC
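In this primary screen, compounds producing a positive calcium signal within 180 s of addition to tetracycline-induced, force-coupled HEK293 Trex D2 cells are flagged; cells are dye-loaded with a no-wash calcium kit beforehand.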
D2 antag: antagonists of human D2 dopamine receptor. HEK293 TREx D2 cells, calcium flux, dopamine EC80. inhibition, % at 10 µM. 340,000 tested, 2% active. AID 485344; in the data active means inhibition above about 30%; further: 0% is about no effect
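Overnight-induced (tetracycline, 30 C) HEK293 T-REx cells carrying force-coupled D2 receive a no-wash calcium dye, then compound, then EC80 dopamine at 180 s; signals are read kinetically throughout.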
D1 potentiator: enhances dopamine response at the human D1 receptor. P21728. HEK293 TREx D1 cells, calcium flux, dopamine EC20 potentiation. potentiation, % at 10 µM. 360,000 tested, 0.036% active; in the data active means potentiation above about 30%; further: 0% is about no effect
D1 antagonist: blocks dopamine activation of the human D1 receptor; P21728; HEK293 TREx D1 cells, calcium flux, dopamine EC80; hits give low values; activity change, negative = inhibition, % at 10 µM; 360,000 tested, 3.2% active; in the data active means activity change below about -30%; further: on the % scale 0 is the no-effect control and ±100 the full control effect
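HEK293 T-REx cells expressing inducible, force-coupled D1 receptor; no-wash Ca dye, 30–90 min RT. Cmpd → 180 s read at 1 Hz → EC80 DA → 180 s read.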
D2 PAM: D2 dopamine receptor (human) potentiation | P14416 | HEK293 T-REx D2, calcium flux, EC20 dopamine potentiation | potentiation, % at 10 µM | 340,000 tested, 0.34% active | AID 485347;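 active means potentiation over 3 SD above the plate norm, cut at about 30% in these data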; further: 0% is about no effect
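Tetracycline-induced Hek293 Trex D2 cells, force-coupled to calcium, loaded with no-wash calcium dye. Compound added with 180 s kinetic read for agonism, then EC20 dopamine and a further 180 s read for potentiation.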
D1 ag: activates the human D1 dopamine receptor | HEK293 T-REx D1 cells, calcium flux, agonist mode | activation, % at 2 µM | 360,000 tested, 1% active | AID 504660; further: 0% is about no effect
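Inducible HEK293 T-REx D1 cells, force-coupled to calcium signalling, were plated at 4000 cells/well with tetracycline and held overnight at 30 C. After no-wash calcium dye loading, compound-evoked calcium rise over 180 s flagged agonists.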
* = called active by the depositor; . = no result given. Unless noted, no stated cut-off is given here; in the data, active means activation above about 30%; inactive means the rest.

cpd | smiles | TRHR agonist | TRHR PAM | RXFP1 antag | D2 ag | D2 antag
1 | COc1ccccc1Nc1nc(-c2sc(NC(=O)c3ccco3)nc2C)cs1 | -0.1 | -5 | . | 0.9 | -1
2 | COCCNC(=O)c1ccc(CSCc2cccc(Cl)c2)o1 | -0.6 | 0 | 14 | -0.6 | -9
3 | COc1ccc(N=C(N)SCc2ccccn2)cc1 | 14 | -8 | -2 | 33* | 45*
4 | Cc1ccc2c(c1)N(Cc1ccc3c(c1)OCO3)C(=O)C(C)O2 (stereo not drawn) | 0.2 | -10 | -10 | -1.1 | -7
5 | CC(C)c1nc(Cl)c(C#N)c2c1CCCC2 | -0.6 | -10 | -20 | -0.4 | 4
6 | CCOc1ccc2c(c1)c(=O)c(C(=O)c1ccc(CC)cc1)cn2CC(=O)Nc1ccccc1OC | 1.1 | -5 | . | . | .
7 | CC(N=C(NS(=O)(=O)c1ccc(Cl)cc1)c1ccccc1)C(=O)O (stereo not drawn) | 0.1 | -4 | 5 | 1.2 | -5
8 | COc1ccc(CCNC(=O)C(=O)NCC2CCCN2S(=O)(=O)c2cc(C)ccc2C)cc1 (stereo not drawn) | -0.1 | 4 | -8 | 0.3 | 1
9 | Cc1cccc(-c2nc(CSCC(=O)NCCCN3CCOCC3)c(C)o2)c1 | -0.1 | -2 | -1 | -0.3 | 2
10 | O=C(Cn1cnc([N+](=O)[O-])n1)c1ccccc1 | -1.6 | -3 | -7 | -0.8 | 0

cpd | D1 potentiator | D1 antagonist | D2 PAM | D1 ag
1 | 3 | -7 | 3 | 2
2 | 1 | 6 | -5 | 0
3 | -10 | -43* | -7 | 21
4 | -4 | -21 | -11 | 3
5 | -2 | -4 | 9 | 1
6 | 2 | -5 | -18 | 1
7 | 4 | -7 | -2 | 0
8 | -5 | -2 | -9 | 10
9 | -3 | 7 | 16 | 0
10 | 8 | 3 | 13 | 1

The list goes on.
cpd | smiles | TRHR agonist | TRHR PAM | RXFP1 antag | D2 ag | D2 antag
11 | CC(C)(C)C(=O)N1CCN(c2ccc(NC(=O)c3ccc4c(c3)OCCO4)cc2)CC1 | 0.9 | -4 | -6 | . | .
12 | O=C(c1ccco1)N1CCN(Cc2nnnn2CCc2ccccc2)CC1 | -0.1 | 0 | -11 | 0.6 | 0
13 | Cn1nnc2c(C(N)=O)ncn2c1=O | 0.2 | 5 | 9 | 1.0 | 20
14 | O=C(NCC1CCN(Cc2ccccc2F)CC1)Nc1cccc(Br)c1 | 3.3 | 6 | -1 | 1.4 | 3
15 | O=C(CSc1nc2ccccc2n1Cc1c(F)cccc1Cl)N1CCN(c2ccc(F)cc2)CC1 | -0.2 | -4 | -11 | 0.1 | .
16 | CN(CC(=O)Nc1ccc(F)cc1)C(=O)c1ccccc1Sc1ccccc1C#N | -0.3 | -10 | -14 | 0.2 | 17
17 | N#C/C(=C/c1ccc(F)cc1)C(N)=S | -1.7 | 3 | -9 | 0.4 | -6
18 | C/C=C\C(=O)Nc1cccc(C2=NOC3(C2)C[C@@H](C(N)=O)N(C(=O)COc2ccc(Cl)cc2)C3)c1 (stereo partly drawn) | 0.5 | 4 | . | 0.4 | 1
19 | Nc1nnc(SCC(=O)Nc2ccc3nc(SCC(=O)Nc4ccccc4)sc3c2)s1 | 0.5 | 2 | -18 | -0.5 | 4
20 | O=C(CCc1nnc2ccc(NCc3ccccc3Cl)nn12)NC1CCCC1 | -0.2 | -12 | 5 | -0.8 | -1

cpd | D1 potentiator | D1 antagonist | D2 PAM | D1 ag
11 | -4 | -30* | . | 5
12 | -3 | -6 | 4 | 5
13 | -2 | -4 | -8 | 2
14 | -5 | -13 | -22 | 27
15 | -5 | -13 | 0 | 1
16 | -1 | 11 | -10 | 9
17 | -2 | -13 | 1 | 6
18 | -5 | -4 | -1 | 10
19 | 5 | 1 | 15 | -1
20 | 1 | -13 | -13 | 4

Some of the entries so far, screen by screen:
[11] CC(C)(C)C(=O)N1CCN(c2ccc(NC(=O)c3ccc4c(c3)OCCO4)cc2)CC1
[12] O=C(c1ccco1)N1CCN(Cc2nnnn2CCc2ccccc2)CC1
[13] Cn1nnc2c(C(N)=O)ncn2c1=O
[14] O=C(NCC1CCN(Cc2ccccc2F)CC1)Nc1cccc(Br)c1
[15] O=C(CSc1nc2ccccc2n1Cc1c(F)cccc1Cl)N1CCN(c2ccc(F)cc2)CC1
[16] CN(CC(=O)Nc1ccc(F)cc1)C(=O)c1ccccc1Sc1ccccc1C#N
[17] N#C/C(=C/c1ccc(F)cc1)C(N)=S
[18] C/C=C\C(=O)Nc1cccc(C2=NOC3(C2)C[C@@H](C(N)=O)N(C(=O)COc2ccc(Cl)cc2)C3)c1 (stereo partly drawn)
[19] Nc1nnc(SCC(=O)Nc2ccc3nc(SCC(=O)Nc4ccccc4)sc3c2)s1
[20] O=C(CCc1nnc2ccc(NCc3ccccc3Cl)nn12)NC1CCCC1

| Assay by compound | 11 | 12 | 13 | 14 | 15 | 16 | 17 | 18 | 19 | 20 |
| --- | --- | --- | --- | --- | --- | --- | --- | --- | --- | --- |
| TRHR agonist | 0.9 | -0.1 | 0.2 | 3.3 | -0.2 | -0.3 | -1.7 | 0.5 | 0.5 | -0.2 |
| TRHR PAM | -4 | 0 | 5 | 6 | -4 | -10 | 3 | 4 | 2 | -12 |
| RXFP1 antag | -6 | -11 | 9 | -1 | -11 | -14 | -9 | . | -18 | 5 |
| D2 ag | . | 0.6 | 1.0 | 1.4 | 0.1 | 0.2 | 0.4 | 0.4 | -0.5 | -0.8 |
| D2 antag | . | 0 | 20 | 3 | . | 17 | -6 | 1 | 4 | -1 |
| D1 potentiator | -4 | -3 | -2 | -5 | -5 | -1 | -2 | -5 | 5 | 1 |
| D1 antagonist | -30* | -6 | -4 | -13 | -13 | 11 | -13 | -4 | 1 | -13 |
| D2 PAM | . | 4 | -8 | -22 | 0 | -10 | 1 | -1 | 15 | -13 |
| D1 ag | 5 | 5 | 2 | 27 | 1 | 9 | 6 | 10 | -1 | 4 |

Next section
cpd | smiles | TRHR agonist | TRHR PAM | RXFP1 antag | D2 ag | D2 antag
21 | COc1ccc(NC(=O)C2CCCN2S(=O)(=O)c2cccc3nsnc23)c(OC)c1 (stereo not drawn) | 0.2 | 2 | -25 | -3.0 | 0
22 | O=C(NCc1cccs1)N[C@@H](Cc1ccccc1)C(=O)O | 0.4 | -5 | -5 | 0.5 | 5
23 | Cc1cc2c(cc1C)C(c1cccc(OC(C)C)c1)CC(=O)N2 (stereo not drawn) | 0.6 | -7 | . | 1.6 | .
24 | COC(=O)CSc1nnc2n1C(C)(C)Cc1ccccc1-2 | 0.7 | -1 | 10 | 5.2 | -7
25 | COCCCN1C(=O)C(O)=C(C(=O)c2ccc(C)o2)C1c1cccc(Br)c1 (stereo not drawn) | -0.1 | 0 | 22 | -1.1 | -1
26 | Cc1ccc(C(=O)N2CCN(S(=O)(=O)c3ccc(C)cc3)CC2)cc1 | -0.3 | -1 | 6 | 0.5 | -3
27 | N#Cc1c2c(c(Nc3ccccc3)n3c1nc1ccccc13)CCC2 | -0.3 | 1 | -5 | 0.3 | -4
28 | N#Cc1ccccc1S(=O)(=O)N1CCN(S(=O)(=O)c2ccc(Br)c(C(=O)O)c2)CC1 | 0.7 | 1 | -8 | . | .
29 | Cc1nnc2sc(SCC(=O)Nc3nccs3)nn2c1=O | -0.1 | -4 | . | -0.2 | -7
30 | CSc1cccc(NC(=S)N(CCC(C)C)C2CCN(C(C)C)CC2)c1 | -0.3 | -7 | 3 | 0.2 | 28

cpd | D1 potentiator | D1 antagonist | D2 PAM | D1 ag
21 | -2 | -23 | 14 | 2
22 | -3 | 2 | 1 | 3
23 | 6 | -12 | 8 | 12
24 | -6 | 7 | -3 | 2
25 | -4 | -6 | 9 | 2
26 | -6 | -12 | 0 | 3
27 | 6 | 4 | 0 | 1
28 | -5 | 2 | . | 2
29 | -6 | -16 | 3 | 2
30 | -5 | -6 | . | 10

The list continues:
cpd | smiles | TRHR agonist | TRHR PAM | RXFP1 antag | D2 ag | D2 antag
31 | Cc1ccccc1CNC(=O)C1CCCN(c2nnc(C)c3c(C)n(-c4ccccc4)nc23)C1 (stereo not drawn) | 0.5 | -2 | 3 | 0.3 | 17
32 | O=C(CSc1n[nH]c(-c2ccccc2O)n1)NC1CCCCC1 | 0.8 | -5 | -7 | 0.7 | 16
33 | CC(=O)c1ccccc1NS(=O)(=O)c1c(C)nn(-c2ccccc2)c1C | -0.3 | 3 | 14 | 0.7 | 8
34 | CCOC(=O)C1CCCN(Cc2ccccc2F)C1 (stereo not drawn) | -1.1 | 4 | -1 | -0.4 | -20
35 | Cc1ccc(N2CCN(C(=O)CCS(=O)(=O)c3cc4c(cc3Cl)NC(=O)CO4)CC2)c(C)c1 | -0.5 | 6 | -18 | 0.6 | .
36 | S=C(NCCN1CCOCC1)N1CCN(c2cccc(Cl)c2)CC1 | 2.1 | 1 | 0 | 0.1 | 23
37 | Cc1cc2c(cc1C)C(=O)NC(C)(C)C2 | 0.1 | 4 | -18 | -0.1 | -12
38 | CC(=O)c1c[nH]c(C(=O)NCC2CCCO2)c1 (stereo not drawn) | 0.0 | 25 | -1 | -0.5 | -6
39 | Cc1ccc(NC(=O)c2sc(-n3nc(C)c(CCC(C)C)c3C)nc2C)cc1C | 0.4 | 4 | -4 | 2.2 | .
40 | CC(=O)c1cccc(NS(=O)(=O)c2ccc(-c3cc(C)no3)s2)c1 | 1.2 | 9 | -6 | 1.0 | -9

cpd | D1 potentiator | D1 antagonist | D2 PAM | D1 ag
31 | 46* | 16 | 3 | 11
32 | . | 1 | 1 | 15
33 | -4 | -6 | . | 6
34 | 1 | -25 | -2 | 1
35 | -3 | 7 | 4 | -2
36 | -7 | -10 | -5 | 18
37 | -3 | -3 | -12 | 0
38 | 2 | 22 | 19 | 3
39 | 0 | -16 | -8 | 1
40 | 1 | 1 | 18 | 6

Profiles, looked up by structure:
Record of Cc1cc2c(cc1C)C(=O)NC(C)(C)C2 = TRHR agonist = 0.1; TRHR PAM = 4; RXFP1 antag = -18; D2 ag = -0.1; D2 antag = -12; D1 potentiator = -3; D1 antagonist = -3; D2 PAM = -12; D1 ag = 0
Record of S=C(NCCN1CCOCC1)N1CCN(c2cccc(Cl)c2)CC1 = TRHR agonist = 2.1; TRHR PAM = 1; RXFP1 antag = 0; D2 ag = 0.1; D2 antag = 23; D1 potentiator = -7; D1 antagonist = -10; D2 PAM = -5; D1 ag = 18

Further structures
cpd | smiles | TRHR agonist | TRHR PAM | RXFP1 antag | D2 ag | D2 antag
41 | CSc1ncc(C(=O)NCc2ccccc2)c(-c2ccccc2)n1 | -0.7 | 8 | -5 | -0.3 | .
42 | Cc1ccc(N2C(=O)c3ccccc3C2Nc2ccccc2)nc1 (stereo not drawn) | -0.1 | 1 | 7 | -0.9 | -10
43 | Cc1ccc2cccc(NC(=O)c3cccc4c(Br)cccc34)c2n1 | -3.3 | 8 | . | . | .
44 | S=C1SCN(CCN2CCOCC2)CN1Cc1ccccc1 | -0.6 | 4 | 24 | 0.3 | -21
45 | CCc1ccc(NC(=O)/C(C#N)=C/c2cc3ccc(C)cc3nc2N2CCOCC2)cc1 | 2.7 | -2 | 17 | 3.1 | -2

cpd | D1 potentiator | D1 antagonist | D2 PAM | D1 ag
41 | 0 | -1 | -9 | 0
42 | -2 | 15 | 0 | 2
43 | -2 | -3 | 12 | 7
44 | 4 | -3 | 6 | 2
45 | 2 | 13 | 9 | 15
